M. tuberculosis HTS – M. tuberculosis growth inhibition, HTS (AID 449762); inhibition, % at 25 µM; hits with a dose series show IC50 in µM; 330,000 compounds, 0.59% hits; M. tuberculosis H37Rv growth inhibition, 7H9 media; higher % means a stronger effect; in the data active = a potency from the dose series; inconclusive = inhibition above about 70% without an active follow-up result;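 note: bacterial growth assessed after seven days of incubation; strong numbers were not always called active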
tuberculosis growth – growth inhibition of non-replicating M. tuberculosis (AID 488890); inhibition, % at 25 µM; hits with a dose series show IC50 in µM; 320,000 compounds, 0.39% hits; Mycobacterium tuberculosis non-replicating, growth inhibition; higher % means a stronger effect; in the data active = a potency from the dose series; inconclusive = inhibition mostly from about 82% at the one dose, without a potency; inactive = the rest, 99 in 100 with inhibition below about 76%;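 note: plate controls were DMSO cells for no effect and high antibiotic wells for full effect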
inhibitors of VEEV – inhibitors of VEEV TC-83 cytopathic effect, confirmation, Vero cells (AID 588727); Vero cells, VEEV TC-83 cytopathic effect inhibition; higher % means a stronger effect; inhibition, % at 20 µM; hits with a dose series show IC50 in µM; 350,000 compounds, 0.13% hits; in the data active = a potency from the dose series; inconclusive = inhibition mostly from about 14% at the one dose, without a potency; inactive = the rest, 99 in 100 with inhibition below about 12%; note: strong numbers were not always called active
PhoP GFP inhibition – PhoP regulon inhibitors, Salmonella typhi PhoP promoter GFP reporter, confirmatory (AID 1850); Salmonella Typhi PhoP-promoter GFP reporter, fluorescence, 4 h; higher % means a stronger effect; one-dose inhibition, % at 50 µM; IC50 in µM for titrated hits; 310,000 compounds, 0.33% hits; in the data active = a potency from the dose series; inconclusive = inhibition mostly from about 25% at the one dose, without a potency; inactive = the rest, 99 in 100 with inhibition below about 19%;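 note: 0% = induced wells with vehicle and 100% = uninduced wells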
H1N1 NS1A inhibition – H1N1 influenza NS1A inhibitors, functional cell based assay (AID 504329); 340,000 compounds, 0.3% hits; one-dose inhibition, % at 12.5 µM; IC50 in µM for titrated hits; NS1A functional cell-based assay, percent inhibition; higher % means a stronger effect; in the data active = a potency from the dose series; inconclusive = inhibition above about 27% without an active follow-up result; note: strong numbers were not always called active
inhibitors of VEEV 10K pilot screen – second read-out of inhibitors of VEEV, no call of its own (marks repeat the call); inhibition, %; measured here: 10K pilot screen inhibition
The depositor's hits bear a star; i = inactive; ? = inconclusive; . = not tested or not shown. An unsorted share of the library. About 1.4% of those tested had a hit in this group.

SMILES | M. tuberculosis HTS | tuberculosis growth | inhibitors of VEEV | PhoP GFP inhibition | H1N1 NS1A inhibition | others
O=C(c1cc2cc([N+](=O)[O-])ccc2oc1=O)n1cccn1 | -13.8% | 9.4% | 0.9% | 2.4% | 1.3%
Cc1cc(NC(=O)COC(=O)COc2ccc3c(c2)CCC3)no1 | -2.2% | 10.3% | i | 0.8% | 0.0%
Cn1nc(C(=O)N2CCN(c3ccccn3)CC2)c2ccccc2c1=O | 0.1% | -24.9% | 1.3% | 9.5% | -3.1%
Nc1nnc(SCc2ccc3c(c2)OCO3)s1 | -7.5% | -4.8% | i | -8.4% | -16.8%
Cc1ccc(C)c(Cn2cnc3c(cnn3C(C)(C)C)c2=O)c1 | 8.4% | 12.5% | 7.2% | 12.5% | 10.4%
Cc1cccc(OCc2ccc(C(=O)N3CCOCC3)o2)c1 | -5.6% | 0.5% | i | -2.2% | 3.2%
O=C(CCN1C(=O)/C(=C/c2ccccc2Cl)SC1=S)NCCCN1CCOCC1 | 11.2% | -1.7% | 9.9% | -39.3% | 7.2%
CN(Cc1ccc(C(C)(C)C)cc1)C(=O)c1ccc2c(=O)n3c(nc2c1)CCC3 | 38.4% | 27.1% | 8.0% | 3.6% | -2.0%
C=CCN(C(=O)c1cccc(S(=O)(=O)N2CCN(C)CC2)c1)c1nc(-c2ccccc2)cs1 | ? | 9.8% | 3.0% | -2.8% | 12.8%
O=C(NCc1n[nH]c(=S)n1-c1ccccc1Cl)c1ccc(S(=O)(=O)N2CCCCC2)cc1 | -3.0% | -1.2% | 0.6% | 1.0% | 8.9%
COc1cc(-c2cc(=O)c3c(O)c(OC)c(OC)c(O)c3o2)ccc1O | 8.3% | 14.5% | 8.1% | -8.0% | 1.6%
O=C(COC(=O)c1cccc(S(=O)(=O)N2CCCCC2)c1)NC1CCCc2ccccc21 (configuration not stated) | -3.6% | 15.0% | i | -2.0% | 0.5%
Cc1ccc(C)c(NC(=O)CSc2n[nH]c(-c3ccccn3)n2)c1 | ? | 8.0% | ? | 11.8% | 5.46µM*
COc1ccc2nc(NC(=O)CSc3nccc(C)n3)sc2c1 | 3.1% | 59.7% | 2.9% | -4.9% | 0.8%
O=C(Cn1nc(-c2ccccc2)c2ccccc2c1=O)NCC1CCCO1 (configuration not stated) | 14.0% | 25.0% | 1.7% | -4.8% | 3.5%
Oc1c(CN2CCOCC2)cc(CN2CCOCC2)c(O)c1O | . | . | 2.1% | . | -2.3%
Cn1cnnc1SCC(=O)Nc1ccccc1Oc1ccccc1 | -5.4% | -16.2% | 0.8% | -15.0% | 7.6%
O=C(NCCC1=CCCCC1)c1cc(COc2c(F)cccc2F)on1 | 10.7% | 36.0% | 2.8% | 6.2% | -6.7%
CCOC(=O)c1cnc(SCc2nc(N)nc(Nc3ccc(C)cc3)n2)nc1N | ? | 5.7% | 10.0% | 0.3% | 2.8%
CCSCc1nc2ccccn2c1Br | . | . | 2.9% | . | -8.2%
Cc1[nH]ccc(=O)c1Oc1ncc(C(F)(F)F)cc1Cl | 6.7% | -5.8% | 0.3% | -11.1% | 0.5%
CCOC(=O)N1CCN(C(=O)c2ccc3nc(SCc4ccc(F)cc4)n(C)c3c2)CC1 | 0.4% | 13.3% | 7.0% | 2.5% | -3.8%
Cc1c(C(=O)N(Cc2ccc(F)cc2)C2CCS(=O)(=O)C2)oc2ccccc12 (configuration not stated) | 6.3% | 14.4% | 11.4% | 6.7% | -1.0%
Cn1ccnc1C(O)c1cc(C(C)(C)C)c(O)c(C(C)(C)C)c1 (configuration not stated) | >100µM* | ? | i | 6.3% | -12.5%
O=C(NNC(=O)c1ccc(Cl)cc1Cl)c1cnccn1 | 63.4% | ? | 2.5% | 1.8% | -5.7%

Brought forward from above: 2 compounds, then new ones.
SMILES | M. tuberculosis HTS | tuberculosis growth | inhibitors of VEEV | PhoP GFP inhibition | H1N1 NS1A inhibition | others
Cn1ccnc1C(O)c1cc(C(C)(C)C)c(O)c(C(C)(C)C)c1 (configuration not stated) | >100µM* | ? | i | 6.3% | -12.5%
O=C(NNC(=O)c1ccc(Cl)cc1Cl)c1cnccn1 | 63.4% | ? | 2.5% | 1.8% | -5.7%
CCCC1Cc2[nH]c(=O)c(C#N)cc2CO1 (configuration not stated) | 0.0% | -17.0% | 0.7% | 5.2% | 1.9%
CC(=O)Nc1ccc([N+](=O)[O-])cn1 | -9.1% | -17.2% | 9.5% | 8.3% | -2.8%
O=C(O)CNC(=O)c1cccc(C(F)(F)F)c1 | 7.0% | 49.7% | i | -4.7% | -18.3%
Cc1cc(NC(=O)c2cc([N+](=O)[O-])cc([N+](=O)[O-])c2)n(-c2ccccc2)n1 | 53.3% | 24.9% | 0.6% | 4.8% | -0.1%
O=C(NCC(=O)N1CCN(c2ccccc2)CC1)c1ccco1 | -4.4% | -11.5% | 2.0% | -9.1% | -3.1%
O=C(CCCN1C(=O)C(c2ccccc2)Oc2cccnc21)Nc1ccccc1Cl (configuration not stated) | -6.4% | 10.1% | 0.8% | -5.5% | 0.1%
COc1ccc(CCNC(=O)c2c(C)nn(-c3ccccc3)c2Cl)cc1 | -4.9% | 13.4% | 8.4% | -6.7% | -10.4%
Oc1ccc(Cl)cc1C=Nc1ccc(Br)cc1 | 6.3% | 7.9% | 0.1% | 5.1% | -9.1%
CCOC(=O)CSc1ncnc2c1sc1nc(N3CCOCC3)c3c(c12)CCCC3 | 23.3µM* | 28.2% | 2.1% | -6.9% | -9.9%
Cc1ccc(C(C)NC(=O)Cc2cccs2)cc1C (configuration not stated) | -3.0% | -0.4% | 2.0% | -0.1% | -6.9%
COCCCNC(=O)/C=C/c1ccc(Cl)cc1 | 2.8% | 12.5% | i | -7.7% | 7.2%
COC(=O)c1ccccc1NC(=O)CSc1n[nH]c(-c2ccncc2)n1 | -23.0% | 13.7% | 7.3% | -7.2% | 3.0%
COc1ccc(C(=O)NCCS(=O)(=O)NCc2ccccc2)cc1 | -4.9% | -4.3% | i | 4.1% | -0.6%
COc1ccc(S(=O)(=O)c2cnc3ccccc3n2)cc1 | 19.8% | 75.0% | 2.0% | 12.6% | 6.5%
C=CCN=c1scc(C)n1/N=C/c1ccc(O)c(O)c1 | -2.6% | -2.5% | 0.6% | -1.5% | 0.6%
CC1Cc2ccccc2N1c1ncnc2c1nnn2Cc1ccccc1Cl (configuration not stated) | 6.2% | -9.7% | 0.8% | 3.6% | -6.1%
CCCc1[nH]nc2c1C(c1c(C)nn(-c3ccccc3)c1Cl)C(C#N)=C(N)O2 (configuration not stated) | -10.7% | 1.0% | 7.1% | -1.3% | -0.9%
CC(CCc1ccccc1)NC(=O)CNC(=S)N(Cc1cccs1)C1CCCC1 (configuration not stated) | . | . | 3.9% | . | 0.2%
O=C(OCc1c(Cl)cccc1Cl)c1cccnc1Cl | 11.6% | . | 0.3% | 7.8% | -3.9%
COc1ccc(NC(=O)C2CSC(C)(C)N2C=O)cc1 (configuration not stated) | -0.5% | 11.6% | 0.4% | -8.5% | 6.7%
COc1ccc(/C=N/c2nc3ccccc3n2CCN2CCCCC2)cc1OC | -4.4% | 4.2% | i | 1.2% | -8.8%
C(=N\Nc1ncnc2ccccc12)/c1ccccc1 | ? | 26.3% | 2.2% | -2.9% | -13.0%
COc1ccc2oc(C(=O)OCC(=O)N3CCCC(C)C3)c(C)c2c1 (configuration not stated) | 18.0% | 34.9% | 0.8% | -2.8% | 11.2%
CCOC(=O)C1=C(C)NC2=C(C(=O)CC(C)(C)C2)C1c1ccc(N(C)C)cc1 (configuration not stated) | -5.6% | 15.0% | 0.9% | -2.6% | 4.3%
CSc1nnc([C@@H](N)Cc2c[nH]c3ccccc23)o1 | -1.3% | -12.8% | i | 7.6% | 9.6%

An excerpt taken from the entries so far:
SMILES | M. tuberculosis HTS | tuberculosis growth | inhibitors of VEEV | PhoP GFP inhibition | H1N1 NS1A inhibition | others
O=C(c1cc2cc([N+](=O)[O-])ccc2oc1=O)n1cccn1 | -13.8% | 9.4% | 0.9% | 2.4% | 1.3%
Cc1cc(NC(=O)COC(=O)COc2ccc3c(c2)CCC3)no1 | -2.2% | 10.3% | i | 0.8% | 0.0%
Cn1nc(C(=O)N2CCN(c3ccccn3)CC2)c2ccccc2c1=O | 0.1% | -24.9% | 1.3% | 9.5% | -3.1%
Nc1nnc(SCc2ccc3c(c2)OCO3)s1 | -7.5% | -4.8% | i | -8.4% | -16.8%
Cc1ccc(C)c(Cn2cnc3c(cnn3C(C)(C)C)c2=O)c1 | 8.4% | 12.5% | 7.2% | 12.5% | 10.4%
Cc1cccc(OCc2ccc(C(=O)N3CCOCC3)o2)c1 | -5.6% | 0.5% | i | -2.2% | 3.2%
O=C(CCN1C(=O)/C(=C/c2ccccc2Cl)SC1=S)NCCCN1CCOCC1 | 11.2% | -1.7% | 9.9% | -39.3% | 7.2%
CN(Cc1ccc(C(C)(C)C)cc1)C(=O)c1ccc2c(=O)n3c(nc2c1)CCC3 | 38.4% | 27.1% | 8.0% | 3.6% | -2.0%
C=CCN(C(=O)c1cccc(S(=O)(=O)N2CCN(C)CC2)c1)c1nc(-c2ccccc2)cs1 | ? | 9.8% | 3.0% | -2.8% | 12.8%
O=C(NCc1n[nH]c(=S)n1-c1ccccc1Cl)c1ccc(S(=O)(=O)N2CCCCC2)cc1 | -3.0% | -1.2% | 0.6% | 1.0% | 8.9%
COc1cc(-c2cc(=O)c3c(O)c(OC)c(OC)c(O)c3o2)ccc1O | 8.3% | 14.5% | 8.1% | -8.0% | 1.6%
O=C(COC(=O)c1cccc(S(=O)(=O)N2CCCCC2)c1)NC1CCCc2ccccc21 (configuration not stated) | -3.6% | 15.0% | i | -2.0% | 0.5%
Cc1ccc(C)c(NC(=O)CSc2n[nH]c(-c3ccccn3)n2)c1 | ? | 8.0% | ? | 11.8% | 5.46µM*
COc1ccc2nc(NC(=O)CSc3nccc(C)n3)sc2c1 | 3.1% | 59.7% | 2.9% | -4.9% | 0.8%

(list continues)
SMILES | M. tuberculosis HTS | tuberculosis growth | inhibitors of VEEV | PhoP GFP inhibition | H1N1 NS1A inhibition | others
Cn1c2ccccc2c(=O)c2cc(C#Cc3ccsc3)ccc21 | 3.9% | 58.0% | 1.9% | -0.8% | -16.5%
CSc1nc2n(n1)C(c1ccccn1)C1=C(CC(C)(C)CC1=O)N2 (configuration not stated) | -9.6% | -7.2% | 3.6% | -6.6% | 3.1%
Cc1ccc(CN2CC34C=CC(O3)C(C(=O)NCc3ccc5c(c3)OCO5)C4C2=O)cc1 (configuration not stated) | -7.7% | -10.2% | 1.3% | 5.8% | 1.0% | inhibitors of VEEV 10K pilot screen=0.0
Cc1nn(CCC#N)c2nc(-c3ccccc3)cc(C(F)(F)F)c12 | 11.7% | 9.0% | 0.9% | -5.8% | 0.4%
O=C(NCc1ccc2c(c1)OCO2)c1cc(-c2ccc(Cl)cc2Cl)on1 | -8.3% | -15.6% | 1.1% | 8.1% | -2.6%
Cc1cc2ccccc2cc(C)c1=O | -2.1% | -11.6% | 0.8% | -8.6% | 3.2% | inhibitors of VEEV 10K pilot screen=0.5
O=C(CSC(=S)N1CCCCC1)c1c(F)cccc1F | 7.3% | 16.6% | 1.8% | -5.3% | -23.6%
Cc1cc(=O)oc2cc(OCC(=O)N3CCN(c4ccccc4)CC3)c(Cl)cc12 | 4.0% | 1.2% | 2.6% | 4.2% | -0.9%
CC(=O)N1CCN(C(=O)CCc2nc3sc4c(c3c(=O)[nH]2)CCCC4)CC1 | -2.8% | -0.2% | 2.2% | -3.6% | 7.4%
Cc1c(Cl)cccc1NC(=O)CSCC(N)=O | 2.1% | 2.2% | 1.9% | 4.5% | -5.5%
COC(=O)c1c(C)[nH]c(C(=O)OCc2csc(CC(=O)Nc3ccccc3C)n2)c1C | 0.1% | 17.8% | 7.6% | . | -3.9%
Cc1ccc(OCCC(=O)OCC(=O)Nc2cc(C)cc(C)c2)cc1 | 2.5% | 16.8% | 3.0% | -5.9% | -3.3%
CCOc1ccc(CN(C)C(=O)c2ccc3c(c2)NC(=O)C(C)S3)cc1OC (configuration not stated) | 7.8% | 40.0% | 6.2% | . | -10.1%
O=C(NC1CCCCCCC1)c1ccc2c(c1)OCO2 | -5.2% | 75.4% | 5.2% | 2.3% | 2.4%
Cc1c(C(=O)c2ccc(F)cc2F)c2ccccn2c1CCC#N | -1.9% | 26.2% | i | -19.1% | -1.7%
N#Cc1ccc(S(=O)(=O)NCC(=O)OCC(=O)NCCc2ccccc2)cc1 | -14.9% | -4.8% | 2.1% | -7.0% | -8.8%
CSC1=NCCN1C(=O)c1ccc2ccccc2c1 | 8.6% | 36.4% | 0.5% | -3.1% | 11.5%
COc1ccc(/C=N/NC(=O)CNC(=O)c2cccs2)cc1 | 1.4% | 3.6% | 1.1% | 5.4% | 0.7%
